Source: PubChem (several laboratories)
procasp3 activ = activators of human procaspase-3 D3A mutant, primary screen, biochemical, absorbance, PC-3 D3A mutant, single concentration; Caspase-3 (Homo sapiens), P42574; recombinant procaspase-3 D3A, Ac-DEVD-pNA absorbance 405 nm; activation, % at 8.5 µM; 330,000 tested, 0.11% active; AID 463141, 2010;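 active = activation above the mean of all tested compounds plus 3 SD, cut at about 21% in these data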;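 note: 0% = DMSO alone and 100% = DMSO wells spiked with extra 5 µM PC-3 D3A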
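Assay system – Procaspase-3 D3A mutant, all three cleavage aspartates alanine · Controls – DMSO-only low control, 5 µM PC-3 D3A high control · Schedule – 1 h compound preincubation, 2 h substrate hydrolysis at 25 °C · Signal – 405 nm absorbance of p-nitroaniline, reads at 0 and 120 min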
GRK2 aptamer HTS = compounds blocking aptamer binding on GRK2 – biochemical, human GRK2, bead flow cytometry, HTS, primary screen; Beta-adrenergic receptor kinase 1 (Homo sapiens), P25098; FAM-aptamer displacement from GRK2; inhibition of aptamer binding, % at 10 µM; 330,000 tested, 0.59% active; AID 488847, 2010;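 active = inhibition of aptamer binding above 40%, roughly 3 SD of noise, on plates passing a quality check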;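 note: median bead fluorescence of bound FAM aptamer so fluorescent compounds give negative values; no value below 0 was filed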
PP1 counter = PP1-alpha phosphatase inhibitors, primary screen, counter-screen for PP5 inhibitor project, biochemical, fluorescence, OMFP substrate, single point. 320,000 tested, 0.9% active. purified PP1alpha. inhibition, % at 6.7 µM. Serine/threonine-protein phosphatase PP1-alpha catalytic subunit (Homo sapiens), P62136;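 active = inhibition above the mean inhibition of all tested compounds plus 3 SD, computed separately for each screening campaign, cut at about 15% in these data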
GASC-1 inh = inhibitors of GASC-1 histone demethylase, primary screen, biochemical, fluorescence, DELFIA europium. AID 2099, 2009. GST-JMJD2C(1-420) H3K9me3 demethylation. Lysine-specific demethylase 4C (Homo sapiens), Q9H3R0. inhibition, % at 2.35 µM. 330,000 tested, 0.069% active;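 active = more than half of a compound's replicate wells show inhibition beyond 50%, single wells judged on their own value; inconclusive = some, but no more than half, of replicates pass 50% inhibition; inactive = no replicate passes 50% inhibition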;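 note: signal counts dimethyl H3K9 product captured on neutravidin plate; 0% = median of DMSO wells and 100% = 0.3 times that DMSO median; strong numbers were not always called active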
Target sequence (Q9H3R0 1-420 limits assumed): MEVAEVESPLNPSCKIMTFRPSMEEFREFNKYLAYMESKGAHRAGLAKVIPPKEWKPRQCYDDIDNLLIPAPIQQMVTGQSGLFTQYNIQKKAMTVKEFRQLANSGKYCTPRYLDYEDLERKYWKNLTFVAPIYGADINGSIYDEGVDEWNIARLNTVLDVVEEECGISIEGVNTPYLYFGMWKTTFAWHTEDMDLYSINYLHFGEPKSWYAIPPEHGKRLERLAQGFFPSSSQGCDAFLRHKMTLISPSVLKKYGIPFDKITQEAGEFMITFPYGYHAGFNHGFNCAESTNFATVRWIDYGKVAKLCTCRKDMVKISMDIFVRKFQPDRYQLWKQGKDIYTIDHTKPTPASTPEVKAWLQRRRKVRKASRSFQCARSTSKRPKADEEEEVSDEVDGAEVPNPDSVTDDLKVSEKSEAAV
PP5 primary = PP5 phosphatase inhibitors, primary screen, biochemical, fluorescence; Serine/threonine-protein phosphatase 5 (Homo sapiens), P53041; purified PP5c, OMFP substrate fluorescence; inhibition, % at 6.7 µM; 320,000 tested, 0.18% active;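 active = inhibition above the campaign's mean inhibition across all tested compounds plus 3 SD, cut at about 9.5% in these data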;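 note: 0% = DMSO only and 100% = 100 µM cantharidin control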
Target sequence (P53041 whole entry, looked up): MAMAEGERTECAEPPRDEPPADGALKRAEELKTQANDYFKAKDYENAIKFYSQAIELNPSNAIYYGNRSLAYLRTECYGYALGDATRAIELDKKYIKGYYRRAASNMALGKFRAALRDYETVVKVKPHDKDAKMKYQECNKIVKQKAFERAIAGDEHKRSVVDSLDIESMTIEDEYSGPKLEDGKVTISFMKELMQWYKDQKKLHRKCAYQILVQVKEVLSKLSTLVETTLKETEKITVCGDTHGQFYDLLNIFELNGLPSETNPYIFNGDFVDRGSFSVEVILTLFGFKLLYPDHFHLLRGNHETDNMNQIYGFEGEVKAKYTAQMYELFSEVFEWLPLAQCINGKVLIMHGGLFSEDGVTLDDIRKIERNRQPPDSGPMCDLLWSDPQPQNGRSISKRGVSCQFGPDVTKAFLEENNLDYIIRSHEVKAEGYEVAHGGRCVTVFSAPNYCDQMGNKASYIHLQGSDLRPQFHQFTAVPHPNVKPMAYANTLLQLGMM
procasp7 counter = procaspase-7 activators, primary screen, counter-screen for procaspase-3 activator project, biochemical, absorbance, HTS, human; 330,000 tested, 0.093% active; recombinant procaspase-7, Ac-DEVD-pNA absorbance 405 nm; D23A/D198A/D206A triple mutant, cannot self-cleave; scale: DMSO 0, 5 µM enzyme 100; activation, % at 8.5 µM; AID 463210, 2010; Caspase-7 (Homo sapiens), P55210;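 active = percent activation above the screen-wide mean plus 3 SD, cut at about 25% in these data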
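Assay system: Uncleavable procaspase-7 mutant enzyme | Input: 2 µM procaspase-7 mutant as dispensed | Timing: 1 h compound preincubation, 2 h substrate cleavage, 25 °C | Repeats: One well per compound | Control set: DMSO wells as 0%, DMSO with 5 µM added PC-7 as 100% | Technique: Epi-absorbance of released pNA at 405 nm, two timepoints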
VLA-4 inh = inhibition in human VLA-4 binding assay, primary screen, VLA-4 allosteric modulator project, MLPCN library, flow cytometry, VLA-4 expressing cells; Integrin alpha-4 (Homo sapiens), P13612; ligand binding flow cytometry; inhibition, % (about 7 µM as worked out from the volumes in the protocol); 330,000 tested, 0.2% active; in the data active = inhibition above about 50%
Fh CTSL1 inh = Fasciola hepatica cathepsin L1 inhibitors, primary screen, counter-screen for PFM18AAP inhibitor project, biochemical, QFRET, fluorogenic peptide substrate; AID 1906, 2009; recombinant F. hepatica cathepsin L1, Z-Leu-Arg-MCA fluorescence; 300,000 tested, 0.49% active; inhibition, % at 5.96 µM;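 active = inhibition above the mean of all tested compounds plus 3 SD, set per screening campaign, cut at about 17% in these data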;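 note: 0% = plate median of test compound wells and 100% = 1 µM Z-Phe-Ala-diazomethylketone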
HCV core dimer = inhibitors of HCV core protein dimerization, primary screen, biochemical, TR-FRET, high-throughput | AID 1899, 2009 | 300,000 tested, 0.33% active | TR-FRET GST/Flag-core106 dimerization, 1536-well | inhibition, % at 5 µM;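 active = inhibition above the mean of all tested compounds plus 3 SD, set per screening campaign, cut at about 45% in these data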
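Assay system: tagged HCV core106 pair (GST and Flag); medium: KF-containing HEPES buffer, pH 7.45, DTT, CHAPS, BSA; also added: Eu donor and XL665 acceptor anti-tag antibodies; dosing: 5 µM single dose; timing: compound-protein-antibody incubation 4 h at 22.5 °C; signal: TR-FRET 671 and 617 nm emission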
The depositor's hits bear a star; ? = inconclusive; nt = not tested or not shown. This is a random part of the collection; any-hit rate near 2.6%.

nr	SMILES	procasp3 activ	GRK2 aptamer HTS	PP1 counter	GASC-1 inh	PP5 primary
1	COc1ccc2c(C(=O)c3ccc(Cl)cc3)n(CCCC(N)=O)[n+]([O-])c2c1	-3	1	2	3	1.3
2	O=C(NCc1cccnc1)c1ccc(Cl)cc1[N+](=O)[O-]	0	2	-2	-1	0.1
3	CCOC(=O)c1c[nH]c(=S)n1C	-2	1	-2	5	0.1
4	COc1ccc(-c2csc(NC(=O)c3ccc(OCC(=O)N4CCOCC4)c(OC)c3)n2)cc1	5	0	2	-3	2.1
5	CCOC(=O)CC(=O)CSc1nnc2c(n1)[nH]c1ccccc12	-2	0	0	-5	1.6
6	Cc1cc(SCC(=O)Nc2ccc3[nH]c(=O)[nH]c3c2)nc2ccccc12	0	0	nt	-3	nt
7	CC1=C(C(=O)OCc2ccccc2)C(c2ccc([N+](=O)[O-])cc2)NC(=O)N1CCCC(=O)O (configuration not stated)	8	2	-1	-1	0.9
8	CCCC1=C(C(=O)OCC)C(c2ccc(O)cc2)n2ncnc2N1 (configuration not stated)	4	1	5	1	-0.5
9	Cc1c(C)c2c(OCC(=O)NCc3cccnc3)cc3c(c2oc1=O)CCC(C)(C)O3	-2	1	1	-7	1.6
10	CC(C)Sc1nsc2nc(=O)c(/C=C3\C=Nc4ccccc43)c(N)n12	-22	0	-4	8	14*
11	COc1ccc(Cc2[nH]n3c(=O)cc(C(C)C)nc3c2-c2ccccc2)cc1	-4	1	15	-7	2.3
12	Cc1cc(Nc2ccccc2C(=O)O)n(-c2ccc([N+](=O)[O-])cc2)n1	1	3	6	1	3.1

nr	procasp7 counter	VLA-4 inh	Fh CTSL1 inh	HCV core dimer
1	-2	-2	-4	5
2	-3	-9	1	0
3	-4	14	2	-3
4	2	2	3	2
5	5	-13	0	7
6	-6	0	nt	nt
7	-3	3	1	13
8	-1	15	1	-6
9	7	3	-2	-3
10	-28	-5	5	1
11	-5	-10	1	2
12	1	-12	2	1

Further results.
nr	SMILES	procasp3 activ	GRK2 aptamer HTS	PP1 counter	GASC-1 inh	PP5 primary
13	CC(C)(C)c1ccc(OCCCC(=O)Nc2ccc(S(N)(=O)=O)cc2)cc1	0	1	-1	3	4.2
14	COc1ccc2c(c1)Cc1sc(NC(=O)c3cccnc3)nc1-2	4	3	-2	5	2.8
15	Cc1ccc(NC(=O)c2cnccn2)cc1S(=O)(=O)N1CCCCCC1	12	10	nt	4	nt
16	C#CC1(NC(=O)NS(=O)(=O)c2ccc(C)cc2)CCCCC1	6	3	1	1	-0.2
17	Cc1cc(=O)[nH]c(Nc2cccc(C(F)(F)F)c2)n1	9	0	0	-7	3.1
18	Cc1ccc(N2C(=O)CCC2=O)c(C)c1	0	4	-3	1	0.3
19	Cc1nn(C)cc1/C=N\NC(=O)c1ccc(Cn2cc(Cl)cn2)cc1	-3	0	-2	-5	1.7
20	Cc1cc(C(=O)NCCC2=CCCCC2)c(C)o1	0	3	2	1	1.2
21	Cn1c(CNC(=O)CCNC(=O)c2cccc(Br)c2)cc(=O)n(C)c1=O	0	2	-4	-5	5.1
22	CCc1nc(CNC(=O)C2CCC(=O)N(Cc3cccc(OC)c3)C2)no1 (configuration not stated)	14	2	-3	-13	3.3
23	CC(NC(=O)c1cccs1)c1ccccc1 (configuration not stated)	6	0	-6	2	-0.3
24	CCOC(=O)Cn1c(=O)oc2cc(S(=O)(=O)N(C)Cc3ccco3)ccc21	-2	0	2	-9	0.3

nr	procasp7 counter	VLA-4 inh	Fh CTSL1 inh	HCV core dimer
13	3	24	0	22
14	1	5	1	-6
15	5	0	nt	nt
16	-2	-3	-3	3
17	9	10	-3	0
18	-3	1	-4	2
19	-7	8	9	1
20	-8	7	3	3
21	2	-2	36*	-23
22	1	1	-1	-7
23	-5	6	-2	3
24	6	-11	0	-2

More compounds:
nr	SMILES	procasp3 activ	GRK2 aptamer HTS	PP1 counter	GASC-1 inh	PP5 primary
25	O=C(Nc1ccc(N2CCOCC2)cc1)C1(c2ccc(Cl)cc2)CCC1	3	0	-3	3	0.8
26	COC(=O)c1ccc(NC(=S)N2CCN(CCO)CC2)cc1	-3	0	-13	2	0.7
27	CC1Cc2ccccc2N1S(=O)(=O)c1cccc(C(=O)NCc2ccccn2)c1 (configuration not stated)	2	3	-3	6	0.9
28	COCCN1C(=O)C(CC(=O)Nc2ccc(C(=O)O)cc2)SC1=Nc1ccccc1 (configuration not stated)	4	1	0	-3	1.4
29	CCOCCOC(=O)c1ccc(-n2cnc(C)n2)nc1	0	3	-5	3	-0.8
30	Oc1ccccc1C=NC1=NN(c2cccc(C(F)(F)F)c2)CC1	-15	0	-3	-42	0.2
31	O=C(NCCCN1CCOCC1)c1cc2ccccc2o1	4	0	-6	0	1.5
32	Cc1ccc(C)c(NC(=O)COC(=O)CNC(=O)c2ccccc2Cl)c1	2	0	-2	?	-0.8
33	CCOC(=O)Cc1nn(C(C)C)c(=O)c2ccccc12	4	3	1	-4	-3.0
34	CCCCN(CC)Cc1c(C)[nH]c2c(ccc3ccccc32)c1=O	-4	2	14	9	1.0
35	NCCCCCc1cn(CC(=O)NCCCCCCCCCCC(=O)N2CCNCC2)nn1	-2	0	-4	-4	-0.8
36	O=C1CCCN1CCCNS(=O)(=O)c1cccc(F)c1	-2	2	-3	-14	-3.2

nr	procasp7 counter	VLA-4 inh	Fh CTSL1 inh	HCV core dimer
25	0	-4	1	1
26	-5	3	-6	1
27	-4	-11	nt	nt
28	5	11	-3	-4
29	7	2	2	-8
30	-13	9	-1	-24
31	3	15	-8	-3
32	-2	5	-1	-1
33	6	-18	-1	0
34	-1	34	0	2
35	-7	5	1	5
36	-1	2	9	-3

Laid out differently: results already given.
Order of results: procasp3 activ	GRK2 aptamer HTS	PP1 counter	GASC-1 inh	PP5 primary	procasp7 counter	VLA-4 inh	Fh CTSL1 inh	HCV core dimer
30: Oc1ccccc1C=NC1=NN(c2cccc(C(F)(F)F)c2)CC1
 : -15	0	-3	-42	0.2	-13	9	-1	-24
20: Cc1cc(C(=O)NCCC2=CCCCC2)c(C)o1
 : 0	3	2	1	1.2	-8	7	3	3
4: COc1ccc(-c2csc(NC(=O)c3ccc(OCC(=O)N4CCOCC4)c(OC)c3)n2)cc1
 : 5	0	2	-3	2.1	2	2	3	2
17: Cc1cc(=O)[nH]c(Nc2cccc(C(F)(F)F)c2)n1
 : 9	0	0	-7	3.1	9	10	-3	0
27: CC1Cc2ccccc2N1S(=O)(=O)c1cccc(C(=O)NCc2ccccn2)c1 (configuration not stated)
 : 2	3	-3	6	0.9	-4	-11	nt	nt

Further results
nr	SMILES	procasp3 activ	GRK2 aptamer HTS	PP1 counter	GASC-1 inh	PP5 primary
37	COc1ccc(NC(=S)NC(NC(=O)c2cccc3ccccc23)C(Cl)(Cl)Cl)c([N+](=O)[O-])c1 (configuration not stated)	-1	5	10	2	3.3
38	O=S(=O)(CCN1CCN(C(c2ccccc2)c2ccccc2)CC1)C(F)(F)F	5	0	0	-20	2.1
39	O=S(=O)(c1ccccc1)N1CCN(S(=O)(=O)N2CCCCCC2)CC1	2	0	1	5	0.8
40	Cc1ccc(S(=O)(=O)N2CCN(C)CC2)cc1	-1	11	-5	-13	2.2
41	COc1ccc(CN(C)S(=O)(=O)c2nnc(NC(=O)c3cccc(F)c3)s2)cc1OC	6	0	-2	-4	0.1
42	COc1ccc(/C=C(/C#N)C(=O)NC2CCCCC2)cc1Br	-7	0	-1	0	-0.4
43	Cc1ccc(-n2nc3c(=O)n(CC(=O)NCCc4cccs4)nc(C)c3c2C)cc1	6	5	-4	-5	-2.1
44	O=C(COc1ccc(Br)cc1Cl)NCCCN1CCOCC1	0	2	-1	-2	1.0
45	Cc1ccc2nc(C)cc(SCC(=O)N/N=C/c3ccco3)c2c1	-2	0	-5	-18	-1.0
46	CCCCN(C(=O)CN1C(=O)C2CC=CCC2C1=O)c1c(N)n(CCC)c(=O)[nH]c1=O (configuration not stated)	3	1	-15	4	0.8
47	CC(C1CC1)N(C(=O)c1ccccc1[N+](=O)[O-])c1ccccc1 (configuration not stated)	4	2	-5	0	-0.5

nr	procasp7 counter	VLA-4 inh	Fh CTSL1 inh	HCV core dimer
37	-6	-11	0	17
38	1	41	-2	-1
39	0	-10	-1	5
40	9	9	0	-4
41	0	2	7	23
42	4	26	2	7
43	6	3	-2	4
44	-4	-4	3	-14
45	-4	-1	5	3
46	8	3	7	-1
47	7	9	-1	2
